TAAR1 ag – human TAAR1 agonism | activation, % at 3 µM | 360,000 tested, 0.99% active | CHO RD-HGA16 TAAR1, Fluo-8 calcium fluorescence; vehicle wells 0%, saturating PEA agonist 100% | Q96RJ0;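 active = activation above the mean activation of all test compounds in the run plus 3 SD, cut at about 38% in these data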
Target sequence (Q96RJ0 whole entry, looked up): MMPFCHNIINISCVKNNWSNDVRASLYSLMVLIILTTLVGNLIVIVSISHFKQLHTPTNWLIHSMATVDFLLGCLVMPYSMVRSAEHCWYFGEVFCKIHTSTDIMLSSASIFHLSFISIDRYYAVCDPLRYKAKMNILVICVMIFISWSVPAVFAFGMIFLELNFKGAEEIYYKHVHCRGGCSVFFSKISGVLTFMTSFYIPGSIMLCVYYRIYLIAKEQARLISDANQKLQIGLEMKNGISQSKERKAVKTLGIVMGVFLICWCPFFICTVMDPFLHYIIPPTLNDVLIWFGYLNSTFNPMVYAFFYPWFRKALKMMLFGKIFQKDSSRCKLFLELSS
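Signal – calcium-sensitive Fluo-8 signal, excitation 470-495, emission 515-575 nm · System – RD-HGA16 (CHO) cells co-expressing Gα16 and hTAAR1 · Incubation – 17-24 h seeding, 75 min 37 °C dye, 30 min RT · Compound dosing – 3 µM single concentration · Repeats – no replicates (n 1)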
V1R ag counter – counter-screen for oxytocin receptor agonists: human V1a receptor agonists | AID 2797 | activation, % at 3 µM | 320,000 tested, 0.25% active | P37288 | CHO-V1R cells, Fluo-8 calcium fluorescence, agonist mode; 0% DMSO, 100% 3 nM vasopressin;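 active = activation above the mean activation of all tested compounds plus 3 SD, per screening run, cut at about 20% in these data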;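 note: signal is peak over basal fluorescence ratio across a 100 second FLIPR read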
OXTR potentiator – potentiates the human oxytocin receptor response; CHO-OTR cells, Fluo-8 calcium fluorescence, potentiator mode; 0% = oxytocin EC15, 100% = EC100; 320,000 tested, 0.061% active; AID 2445; P30559; activation, % at 3 µM;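 active = activation above that plate's cutoff, the mean activation of tested compounds plus 3 SD, cut at about 6.6% in these data, passing the limit was not always enough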;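 note: 100% uses oxytocin at 75 nM as the full agonist control; some results filed as inactive read as strong as hits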
Target sequence (P30559 whole entry, looked up): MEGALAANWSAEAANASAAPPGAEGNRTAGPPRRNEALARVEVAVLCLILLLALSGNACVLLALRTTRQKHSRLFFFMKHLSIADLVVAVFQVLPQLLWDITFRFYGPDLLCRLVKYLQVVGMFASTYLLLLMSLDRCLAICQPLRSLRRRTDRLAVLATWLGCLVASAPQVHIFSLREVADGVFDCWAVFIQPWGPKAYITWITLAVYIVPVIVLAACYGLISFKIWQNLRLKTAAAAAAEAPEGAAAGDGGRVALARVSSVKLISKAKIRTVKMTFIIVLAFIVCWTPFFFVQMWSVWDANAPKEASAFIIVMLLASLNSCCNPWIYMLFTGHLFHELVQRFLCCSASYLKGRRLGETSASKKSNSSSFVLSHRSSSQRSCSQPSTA
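Replication – single well per compound, singlicate · Assay system – CHO cell line stably expressing human OTR · Timing – 6 min pre-incubation, 100 s read · Measure – normalized max/min fluorescence ratio, % activation · Doses – 3.0 µM, one dose · Detection – Fluo-8 calcium dye fluorescence · Probe or stimulus – oxytocin near EC15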
M1 PAM parental – M1 PAM counterscreen hit in parental CHO-K1 cells | ATP EC20, Fluo-8 calcium fluorescence; 0% at ATP EC20, 100% at ATP max | activation, % at 3 µM | 360,000 tested, 0.02% active | AID 602247;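 active = activation above the run cutoff, the mean activation of all test compounds plus 3 SD, cut at about 40% in these data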;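 note: peak over basal fluorescence ratio in a 140 s read after ATP addition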
TAAR1 antagonist – human TAAR1 antagonism; CHO RD-HGA16 TAAR1, Fluo-8 calcium fluorescence, antagonist; inhibition, % at 3 µM; 360,000 tested, 1.5% active; AID 624466;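 active = inhibition above a per-plate cutoff, the mean inhibition of test compounds on that plate plus 3 SD, cut at about 49% in these data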;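 note: 0% = DMSO plus EC80 beta-PEA response and 100% = DMSO alone without agonist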
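Test system: hTAAR1-expressing CHO RD-HGA16 cells, Gα16-coupled; Probe or stimulus: EC80 β-phenethylamine stimulus; Compound dosing: single nominal final test compound concentration of 3 µM; Timing: 140 s kinetic read after compound, 140 s after agonist; Signal: Fluo-8 calcium-sensitive fluorescence; Measure: % inhibition of agonist calcium response; Controls: DMSO and EC80 PEA controls.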
M1 ag parental – nonselective activator or artifact in parental CHO-K1 cells | activation, % at 3 µM | 360,000 tested, 0.48% active | Fluo-8 calcium fluorescence; scaled to maximal ATP response, vehicle zero; in the data active = activation above about 15%;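 note: untransfected CHO-K1 host cells lacking M1 receptor as counterscreen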
M1 ag – human M1 muscarinic receptor agonism; CHO-K1 hM1, Fluo-8 calcium fluorescence, agonist mode; 0% DMSO, 100% acetylcholine EC100; 360,000 tested, 0.33% active; activation, % at 3 µM;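 active = activation above the run's mean compound activation plus 3 SD, cut at about 16% in these data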;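 note: peak over basal fluorescence ratio within a 140 s kinetic read after compound addition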
CHO parental Ca – counter-screen for OX1R antagonists: effect in parental CHO cells; AID 463079; inhibition, % at 5.6 µM; 330,000 tested, 0.63% active; parental CHO-K1, ATP-induced calcium, Fluo-8 fluorescence;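 active = inhibition above that plate's mean sample inhibition plus 3 SD, cut at about 26% in these data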;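 note: 0% = ATP-challenged DMSO wells and 100% = DMSO wells without ATP; some compounds past the cut are filed as inactive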
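Material – parental CHO cells · Reagent – ATP stimulus · Compound – single nominal dose of 5.6 µM per compound · Detection – Fluo-8 fluorescence · Read-out basis – percent inhibition of calcium signal · Controls – ATP-challenged DMSO wells low, unchallenged DMSO wells high · Repeats – no replicates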
CHO-K1 Ca antag – nonselective inhibitor or artifact in parental CHO-K1 cells; ATP-induced calcium, Fluo-8 fluorescence; inhibition, % at 3 µM; 360,000 tested, 0.6% active; AID 602250;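 active = inhibition above a per-plate cutoff, the plate's mean sample inhibition plus 3 SD, cut at about 24% in these data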;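 note: 0% = DMSO plus EC80 ATP and 100% = DMSO alone without ATP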
* marks the source's active call; other numbers are inactive results; . = no result given. Hits appear at their usual frequency; about 3.3% have a hit in one of these screens.

compound,TAAR1 ag,V1R ag counter,OXTR potentiator,M1 PAM parental,TAAR1 antagonist,M1 ag parental,M1 ag,CHO parental Ca,CHO-K1 Ca antag
CC(=O)NC1=NN(C(C)=O)C(C)(CCS(=O)(=O)c2ccc(Br)cc2)S1 (configuration not stated),4,1.1,13*,-2,-20,0.4,-9,-8,-8
CN1CCN(C(=O)Nc2cccc(-c3ccccc3)c2)CC1,10,-0.6,-1,2,-5,0.3,-8,-8,-4
CCc1ccc(C(C)NC(=O)/C=C/c2ccc(Br)cc2)cc1 (configuration not stated),4,0.1,-10,12,4,0.3,-11,-21,-19
O=C(O)C1C2CCC(O2)C1C(=O)Nc1ccc(Cl)cc1F (configuration not stated),2,1.3,0,2,-14,0.2,-2,-5,0
Clc1ccc(OCCn2ccnc2)cc1Cl,4,1.9,-5,2,-7,3.9,-8,12,-2
COc1cc(NC(=O)c2ccc3snnc3c2)cc(OC)c1,-1,-0.2,-10,-8,-2,1.2,-1,-22,-8
CC(C(=O)NCc1cccnc1)c1ccc([N+](=O)[O-])cc1 (configuration not stated),6,0.4,-12,6,-14,-0.3,-8,7,-1
OCC[C@H]1C[C@H](O)[C@@H](O)[C@@]2(Cc3ccccc3CO2)O1,10,-0.5,-13,26,-1,-0.4,2,4,-1
CC1(Cc2ccc(OC(F)(F)F)cc2)C(=O)Nc2ccc(OC(F)(F)F)cc21 (configuration not stated),0,.,.,11,-20,0.2,-5,.,-12
COc1cc(/C=C(\C#N)C(=O)Nc2ccc(SC(F)F)cc2)cc(OC)c1OC,7,-0.8,-3,10,11,-0.3,-5,-7,-1
COc1ccc(S(=O)(=O)N2CC3C4C=CC(C4)C3C2)cc1 (configuration not stated),4,-0.1,-7,12,8,0.7,-5,-6,-16
COc1cc(C(=O)N2CC(=O)Nc3ccccc32)cc(OC)c1OC,1,.,.,5,-15,0.1,-2,.,4
Cc1ccc(-c2cc(-c3ccccc3)c(C#N)c(Br)n2)cc1,0,1.1,1,4,18,-0.3,-4,-4,-8
C[n+]1ccc(/C=C/c2cccs2)cc1,6,0.6,-16,29,-13,0.7,-7,5,-16
[O-][n+]1onc2c1CCc1c-2nn(-c2ccccc2Cl)[n+]1[O-],1,-0.1,2,18,-8,0.8,-3,-12,-13
CCCCn1c(N)c(N(CC)C(=O)COc2ccc(C#N)cc2)c(=O)[nH]c1=O,1,0.3,-2,18,-41,1.4,0,2,-15
COc1cc(C(=S)N2CCOCC2)ccc1OC(=O)/C=C/c1ccco1,3,3.7,-10,6,-17,3.0,-1,5,-2
O=C(NNC(=O)c1ccncc1)Nc1ccc(Cl)cc1,12,.,.,14,10,0.9,2,.,-12
Cc1ccc(/C(O)=C2\C(=O)C(=O)N(C)C2c2ccc([N+](=O)[O-])cc2)cc1 (configuration not stated),1,-0.2,-10,-8,-12,0.9,-2,-3,-5
O=C(Nc1ccc(Nc2ccccc2)cc1)c1ccc(Cl)c([N+](=O)[O-])c1,5,6.5,-16,-13,51*,6.2,-1,14,11
Nn1c(Cc2cccc3ccccc23)n[nH]c1=S,16,-0.2,-11,-1,-11,0.5,-3,-22,2
O=Cc1cn(-c2ccccc2)nc1-c1ccc(F)cc1,3,-0.2,-10,5,13,-0.3,-6,1,-2
CCOc1ccccc1NC(=O)COC(=O)/C=C/c1ccc(OC)c(OC)c1,9,2.1,-11,-13,35,2.0,-3,-9,-3
CC1CCN(S(=O)(=O)c2ccc(C(=O)Nc3nnc(C4=COCCO4)o3)cc2)CC1,0,-0.2,-5,-15,-19,-0.6,-3,-9,9
COc1ccc(OC)c(C2CC(=O)NC(SC)=C2C#N)c1 (configuration not stated),0,0.4,-4,10,-1,0.5,-2,5,23
CCC(=O)Nc1nnc(-c2ccncc2)s1,-1,0.9,-1,14,14,0.0,-5,2,-4
N#C/C(=N\Nc1ccccc1[N+](=O)[O-])C(=N)N1CCCCC1,2,1.9,-18,11,17,4.1,-4,16,-18
COc1ccc(C2=NN(c3ccccc3)C(c3cccs3)C2)cc1 (configuration not stated),9,1.2,-9,-5,5,-0.2,-1,-24,15
COc1nc(Nc2ccc(C(C)C)cc2)nc(OC)n1,2,-2.0,-7,0,1,-0.7,-14,-12,-9
COc1ccccc1NC(=S)N(Cc1ccco1)Cc1cc2cccc(C)c2[nH]c1=O,12,-0.8,-5,9,24,1.3,-3,-24,4
CS(=O)(=O)c1ccc2nc(NC(=O)CN3CCCCCC3)sc2c1,12,0.7,-4,6,-7,0.1,-6,0,-5
CC(C)N1C(=O)CCC1C(=O)NCCc1ccc(Cl)cc1 (configuration not stated),0,0.9,-6,-5,7,-0.5,-5,0,-1
O=[N+]([O-])c1ccccc1N/N=C\c1ccccc1F,12,-0.6,-4,18,2,1.6,-1,-11,-8
O=C(Nc1cc(F)ccc1F)C1CCCN(c2ncnc3c2nc2n3CCCCC2)C1 (configuration not stated),7,0.5,-14,13,20,3.6,-3,0,13
CC(=O)N(C(C)=O)c1ccc2c(c1)OCCO2,0,.,.,15,2,0.6,-3,.,-12
CCN(Cc1nc2ccccc2c(=O)[nH]1)Cc1nc2ccsc2c(=O)[nH]1,4,0.8,-3,17,1,1.7,-6,-6,-9
Cc1ccc(C)c(NS(=O)(=O)c2c(C)[nH]c(C)c2C(=O)N2CCCCC2)c1,10,3.1,-2,-11,-31,0.0,-4,-18,-6
CC1CCN(C(=S)NC(=O)c2ccccc2Br)CC1,1,0.1,-1,26,-21,0.5,-4,-4,-5
Cc1ccc2cc(CN(Cc3ccco3)C(=S)NCC3CCCO3)c(=O)[nH]c2c1 (configuration not stated),.,-0.3,6,6,.,1.5,-6,-37,-1
Cc1cccc(OCC(=O)Nc2nc3ccc([N+](=O)[O-])cc3s2)c1,5,5.7,-8,16,13,3.0,-1,-8,-22

Taken from the results shown for reference:
compound,TAAR1 ag,V1R ag counter,OXTR potentiator,M1 PAM parental,TAAR1 antagonist,M1 ag parental,M1 ag,CHO parental Ca,CHO-K1 Ca antag
COc1cc(/C=C(\C#N)C(=O)Nc2ccc(SC(F)F)cc2)cc(OC)c1OC,7,-0.8,-3,10,11,-0.3,-5,-7,-1
COc1ccc(S(=O)(=O)N2CC3C4C=CC(C4)C3C2)cc1 (configuration not stated),4,-0.1,-7,12,8,0.7,-5,-6,-16
COc1cc(C(=O)N2CC(=O)Nc3ccccc32)cc(OC)c1OC,1,.,.,5,-15,0.1,-2,.,4
Cc1ccc(-c2cc(-c3ccccc3)c(C#N)c(Br)n2)cc1,0,1.1,1,4,18,-0.3,-4,-4,-8
C[n+]1ccc(/C=C/c2cccs2)cc1,6,0.6,-16,29,-13,0.7,-7,5,-16
[O-][n+]1onc2c1CCc1c-2nn(-c2ccccc2Cl)[n+]1[O-],1,-0.1,2,18,-8,0.8,-3,-12,-13
CCCCn1c(N)c(N(CC)C(=O)COc2ccc(C#N)cc2)c(=O)[nH]c1=O,1,0.3,-2,18,-41,1.4,0,2,-15
COc1cc(C(=S)N2CCOCC2)ccc1OC(=O)/C=C/c1ccco1,3,3.7,-10,6,-17,3.0,-1,5,-2
O=C(NNC(=O)c1ccncc1)Nc1ccc(Cl)cc1,12,.,.,14,10,0.9,2,.,-12
Cc1ccc(/C(O)=C2\C(=O)C(=O)N(C)C2c2ccc([N+](=O)[O-])cc2)cc1 (configuration not stated),1,-0.2,-10,-8,-12,0.9,-2,-3,-5

(cont.)
compound,TAAR1 ag,V1R ag counter,OXTR potentiator,M1 PAM parental,TAAR1 antagonist,M1 ag parental,M1 ag,CHO parental Ca,CHO-K1 Ca antag
CCn1cc(C2C(C(=O)Nc3ccc(Br)cn3)=C(C)NC3=C2C(=O)CCC3)c(C)n1 (configuration not stated),-1,0.3,-4,26,5,2.2,-1,-6,-7
Cc1nn(Cc2ccccc2)c(Cl)c1C(=O)OCC(=O)NC(=O)NC12CC3CC(CC(C3)C1)C2,0,-0.6,-4,4,-22,0.1,-7,-15,-1
Cc1cc(C(=O)N2CCN(S(=O)(=O)c3ccccc3)CC2)c(C)o1,0,0.5,1,-11,-13,0.3,-1,-15,-5
Cc1cc2nc3n(c2cc1C)CC1CC(C(=O)NCC2CC2)N(C)C31 (configuration not stated),6,0.7,5,-3,8,0.3,-11,6,-4
CC(NC(=O)COC(=O)c1ccc2ccccc2n1)c1ccccc1 (configuration not stated),1,1.6,-7,-16,-4,-0.1,-3,-17,5
Cc1cc(C)cc(NC(=O)CN2CCC(NC(=O)c3ccccc3F)CC2)c1,1,-1.4,-4,13,3,0.3,-5,-17,-3
CC(=O)Nc1ccc(NC(=O)c2ccc(S(=O)(=O)N3CCCCCC3)cc2)cc1,0,.,.,10,2,0.3,-2,.,-8
NNC(=O)CNC(c1ccccc1)c1cc(Br)ccc1NC(=O)CCN1CCOCC1 (configuration not stated),2,-0.9,-8,20,-12,-0.2,7,-18,-13
O=C(CCN1C(=O)CSC1=O)Nc1ccc(Br)cc1,8,-0.5,-15,21,-9,0.8,-4,-13,-2
COc1cc(OC)c(C2=NOC(C(=O)NCc3ccc4c(c3)OCO4)C2)cc1Cl (configuration not stated),7,2.2,-7,9,-3,2.6,-6,-19,-12
CN(CC(=O)Nc1cccc2c1CCCC2)S(=O)(=O)c1ccc(Br)cc1,-2,-0.7,-7,2,-10,-0.3,-3,-21,7
Cc1c(Cl)cccc1N1C(=O)CC(NNC(=O)c2ccc3c(c2)OCO3)C1=O (configuration not stated),7,-0.8,-7,14,-13,0.3,-3,-13,-8
O=C(NC(=S)Nc1ccc(N2CCOCC2)cc1)c1ccccc1,5,2.2,-14,24,10,1.5,-3,1,-9
C/C(=N/NS(=O)(=O)c1ccc(C(C)(C)C)cc1)c1ccc2c(c1)OCO2,-1,.,.,11,-32,5.7,-2,.,-7
CCC(=O)NCCc1nc2cc(NC(=O)c3ccc(Cl)cc3)ccc2n1C,2,.,.,1,-7,0.3,-2,.,7
